# PMI act: activators of human PMI, primary screen, biochemical, fluorescence intensity, near-Km mannose 6-phosphate; 190,000 compounds, 0.005% hits; purified human PMI, coupled resazurin fluorescence, 20 min; stronger effect = higher value; 1 = vehicle control, 0 substrate-free wells; activation factor at 20 µM;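 active = activation factor of 2 or more at 20 µM, relative to plate controls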
# TLR4-MyD88 BLA: inhibitors of TLR4-MyD88 association in cells, primary screen, cell-based, HeLa CL3-4, BLA complementation, FRET ratio; inhibition, % at 8.4 µM; Toll-like receptor 4 (Homo sapiens) + Myeloid differentiation primary response protein …; HeLa CL3-4 TLR4/MyD88 BLA complementation; 200,000 compounds, 0.18% hits; in the data active = inhibition above about 25%;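 also: 0% = vehicle and 100% = reference inhibitor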
# Target sequence (O00206 whole entry, looked up): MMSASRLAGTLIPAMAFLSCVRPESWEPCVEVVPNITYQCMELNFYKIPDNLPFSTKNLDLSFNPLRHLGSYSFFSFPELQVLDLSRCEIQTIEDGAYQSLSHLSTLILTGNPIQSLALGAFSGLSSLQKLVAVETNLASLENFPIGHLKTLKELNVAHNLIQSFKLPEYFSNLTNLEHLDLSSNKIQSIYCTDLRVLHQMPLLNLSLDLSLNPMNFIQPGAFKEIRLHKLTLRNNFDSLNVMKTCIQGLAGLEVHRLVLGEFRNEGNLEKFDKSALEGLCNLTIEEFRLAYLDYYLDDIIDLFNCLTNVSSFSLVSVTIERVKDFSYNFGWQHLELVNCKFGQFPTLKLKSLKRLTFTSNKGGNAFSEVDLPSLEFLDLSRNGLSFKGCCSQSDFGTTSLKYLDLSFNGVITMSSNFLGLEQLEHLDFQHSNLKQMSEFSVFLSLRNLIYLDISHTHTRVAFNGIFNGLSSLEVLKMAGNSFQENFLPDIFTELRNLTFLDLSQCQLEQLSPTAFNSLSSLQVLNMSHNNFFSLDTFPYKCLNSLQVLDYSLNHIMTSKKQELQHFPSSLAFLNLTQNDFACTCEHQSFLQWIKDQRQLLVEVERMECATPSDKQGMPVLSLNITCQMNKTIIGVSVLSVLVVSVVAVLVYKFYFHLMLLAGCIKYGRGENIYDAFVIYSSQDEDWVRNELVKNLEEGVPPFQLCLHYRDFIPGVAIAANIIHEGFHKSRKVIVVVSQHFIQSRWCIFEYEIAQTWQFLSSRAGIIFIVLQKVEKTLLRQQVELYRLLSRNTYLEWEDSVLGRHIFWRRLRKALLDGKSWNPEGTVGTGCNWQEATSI
# Target sequence (Q99836 whole entry, looked up): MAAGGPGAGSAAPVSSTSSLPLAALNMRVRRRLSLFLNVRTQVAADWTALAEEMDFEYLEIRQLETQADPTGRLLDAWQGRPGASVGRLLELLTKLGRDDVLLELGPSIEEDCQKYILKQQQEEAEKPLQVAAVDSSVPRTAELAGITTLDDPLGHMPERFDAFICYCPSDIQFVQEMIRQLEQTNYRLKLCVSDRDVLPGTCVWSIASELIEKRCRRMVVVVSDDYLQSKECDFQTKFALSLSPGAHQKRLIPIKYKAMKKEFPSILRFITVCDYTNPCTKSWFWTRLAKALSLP
# PMI act satM6P: human PMI activators, high substrate, primary screen, biochemical, fluorescence intensity, near-saturating mannose 6-phosphate. coupled PMI enzyme assay, resazurin fluorescence, 20 min; stronger effect = higher value; 1 = untreated enzyme, 0 = substrate-free blank. activation factor at 20 µM. 190,000 compounds, 0.34% hits. AID 1216, 2008;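 active = activation factor of 2 or more at 20 µM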
#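 Material: human phosphomannose isomerase with PGI, G6PDH, diaphorase coupling enzymes / Reagent: Man-6-P substrate 1.0 mM / Dosing: single compound dose of 20 µM, 1% DMSO final / Incubation: enzyme reaction with compound 20 min at room temperature / Signal: resorufin fluorescence (Ex 544/Em 590 nm) from resazurin via diaphorase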
# Diaphorase inh: diaphorase inhibitors and chemical oxidizers, primary screen, counter-screen for diaphorase-coupled primary assays, biochemical, uHTS, resorufin fluorescence; diaphorase resazurin-to-resorufin fluorescence, NADH, 16 min; bacterial (C. kluyveri) enzyme, not human; inhibition, % at 20 µM; 190,000 compounds, 0.69% hits; AID 1217, 2008;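 active = primary screen inhibition at 20 µM above a set limit, cut at about 50% in these data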;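 also: plate controls were DMSO with full reaction for no effect and wells lacking NADH for full effect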
#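 Test system: bacterial diaphorase enzyme (C. kluyveri); Quantity: 0.14 U/mL diaphorase, enzyme working solution; Times: reaction incubation of 16 min at room temperature; Measured by: fluorescence of resorufin formed from resazurin, Ex 544/Em 590 nm; Benchmarks: positive control minus NADH, DMSO neutral control.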
# G6PDH CS: L. mesenteroides G6PDH inhibitors, counter-screen for G6PDH-coupled screening assays, biochemical, Leuconostoc mesenteroides enzyme; glucose-6-phosphate dehydrogenase [Leuconostoc mesenteroides]; Purified L. mesenteroides G6PDH, diaphorase/resazurin coupled fluorescence, 45 min; inhibition, % at 5 µM; 200,000 compounds, 0.12% hits; AID 1020, 2008
# Diaphorase act: compounds boosting diaphorase resazurin reduction – biochemical, uHTS, resorufin fluorescence, counter-screen for diaphorase-coupled primary assays, primary screen; Diaphorase/resazurin coupled assay, 16 min; stronger effect = higher value; 1 = vehicle wells, 0 = NADH-free wells; activation factor at 20 µM; 190,000 compounds, 0.005% hits;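 active = diaphorase activity raised at least twofold by the compound at 20 µM; inactive = activation factor below 2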
#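 Measured by – red resorufin fluorescence at 544/590 nm excitation/emission · Test system – Clostridium kluyveri diaphorase, purified enzyme · Incubation – reaction time 16 min, room temperature · Buffer or medium – 50 mM HEPES pH 7.4 with 4.542 mM MgCl2, 0.005% Tween 20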
# Redox H2O2 prof: compounds producing H2O2 with reducing agent – biochemical, NIH compound library profiling, artefact control for MLSCN library redox annotation, primary screen; DTT-dependent redox cycling H2O2, phenol red/HRP absorbance; 100% = 100 µM peroxide control, 0% = buffer; activation, % at 10 µM; 200,000 compounds, 0.03% hits; AID 878, 2007;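 active = activation of at least 50% relative to the plate's high and low controls in the primary single-dose screen; inactive = activation below 50%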;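 also: compound incubated with DTT at 0.8 mM final as the reducing agent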
# L major viab: Leishmania major promastigote growth inhibition, primary screen. AID 1063, 2008. Leishmania major promastigotes, resazurin fluorescence viability. 200,000 compounds, 9% hits. inhibition, % at 10 µM;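 also: promastigotes grown with compound for 44 hours at 28 °C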
# S1P3 antag: S1P3 receptor antagonists, primary screen, cell-based | AID 485, 2006 | CHO S1P3 NFAT-BLA reporter, FRET fluorescence, antagonist mode | inhibition, % at 4.98 µM | Sphingosine 1-phosphate receptor 3 (Homo sapiens), Q99500 | 170,000 compounds, 0.27% hits;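 active = inhibition above the plate cutoff, the mean inhibition of test wells on that plate plus 3 SD, cut at about 28% in these data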;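 also: cells challenged with S1P at its EC80 of 0.8 µM; blue over green emission ratio from cleaved BLA substrate after 4 h stimulation; 0% = S1P-stimulated wells and 100% = unstimulated DMSO-only wells; some compounds past the cut are filed as inactive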
# RAM inhibit: inhibitors of the yeast RAM network, primary screen, dse1pr::URA3 reporter, 5-FOA selection. inhibition, % at 50 µM. S. cerevisiae dse1pr::URA3 reporter, 5-FOA growth OD615, 2 d; analog-sensitive cbk1-as2 kinase mutant strain. 190,000 compounds, 1.8% hits;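 active = inhibition above a set limit, 3 SD over mean compound inhibition, cut at about 8.4% in these data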;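 also: 0% = DMSO-only wells with no growth and 100% = 10 µM 1-NA-PP1 full growth; inhibition rescues growth on 5-FOA so higher OD means more RAM inhibition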
# Hsp70 act: Hsp70 transcriptional activators, primary screen, cell-based, HeLa, Hsp70 promoter luciferase, luminescence, 10 µM; HeLa Hsp70 promoter luciferase reporter; scaled: vehicle 0, proteasome-inhibitor control 100%; activation, % at 10 µM; 200,000 compounds, 0.04% hits;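 active = activation above the mean across all tested compounds plus 3 SD, cutoff set per campaign, cut at about 5.5% in these data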;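 also: 100% = MG132 at 30 µM as the positive control and 0% = DMSO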
# * = called active by the depositor; . = not tested or not shown. Rule as the data show it, unless noted: active = inhibition above about 50%; inactive = the rest.
SMILES,PMI act,TLR4-MyD88 BLA,PMI act satM6P,Diaphorase inh,G6PDH CS,Diaphorase act,Redox H2O2 prof,L major viab,S1P3 antag,RAM inhibit,Hsp70 act
CCCOC(=O)CCc1n[nH]c(=O)[nH]c1=O,1,9.7,1,13.4,0.3,0.9,2.5,-4.9,4.8,2.9,-0.3
O=C(COC(=O)C1(c2ccccc2F)CCCC1)N1CCN(C(=O)c2ccco2)CC1,1.1,1.9,1.1,9.1,0.3,0.9,-0.1,-3.1,.,-0.3,-0.4
CCOC(=O)N1CCC(N2C(=O)c3ccccc3C2Nc2ccc(Cl)cn2)CC1 (stereo unspecified),0.9,2.9,0.8,23.5,12.1,0.8,-1.2,8.1,4.5,2.0,-0.5
Cc1cc(C)n(C(=O)c2ccc([N+](=O)[O-])cc2[N+](=O)[O-])n1,1,4.8,0.9,13.0,1.8,0.9,-0.7,99.3*,10.2,-0.6,-0.4
COC(=O)c1ccccc1NC(=O)c1nc2nc(C)cc(C(F)F)n2n1,1,-6.0,1,3.8,-3.2,1,1.7,1.5,-20.1,-0.4,-0.2
Cc1ccccc1NS(=O)(=O)c1ccc(OCC(=O)NCc2cccnc2)cc1,0.9,1.8,1,5.0,-6.1,0.9,-0.3,-2.1,-2.4,-0.1,-0.2
CCOC(=O)C1=C(C)N(c2ccccc2)C(=O)NC1c1cccc([N+](=O)[O-])c1 (stereo unspecified),0.8,-14.2,0.7,26.7,5.5,0.7,-0.7,95.3*,-18.5,-0.9,-0.1
CCOC(=O)c1c(NC(=O)CN2C(=O)NC(C)(c3ccc(OC(F)F)cc3)C2=O)sc(C)c1C (stereo unspecified),0.7,-5.1,0.9,28.7,-18.2,0.7,-0.6,19.5,-10.2,5.4,-0.1
COc1ccccc1CNC(=O)c1ccc(CS(=O)(=O)c2ccccc2OC)o1,1.1,-5.6,1,9.3,-1.6,0.9,1.1,-7.2,-24.4,1.3,-0.3
N#CC1=C(N)Oc2n[nH]c(-c3ccc(F)cc3)c2C1c1cccc(OC(=O)N2CCOCC2)c1 (stereo unspecified),0.9,10.4,1,27.3,4.0,0.7,-0.3,-4.1,.,1.8,-0.2
Cc1c(NC(=O)CSc2nc3c(cnn3-c3ccccc3)c(=O)[nH]2)c(=O)n(-c2ccccc2)n1C,1,-7.5,1.1,4.9,7.9,1,0.1,-8.2,-13.2,11.2*,-0.6
Cc1c(C(=O)O)oc2ccc(S(=O)(=O)NCc3ccc(F)cc3)cc12,1.1,5.4,1,4.8,10.5,1,2.0,-8.9,-4.2,2.6,-0.2
Cc1ccc(CNC(=O)CO/N=C/c2ccc(C(C)(C)C)cc2)cc1,0.8,-4.9,0.9,16.6,7.7,0.8,-0.2,-4.3,-5.9,1.9,0.0
O=C(COc1cc(F)ccc1[N+](=O)[O-])Nc1ccc(N2CCOCC2)cc1,1.3,10.7,1.2,-7.7,-1.5,1.1,0.6,2.9,1.3,2.0,-0.1
CCC(C(=O)Nc1cc(Cl)c(OC)cc1OC)c1ccccc1 (stereo unspecified),1,5.0,1,18.4,1.2,0.8,0.6,8.7,5.2,-0.6,0.7
COc1cccc(C(O)Cc2nc3ccccc3n2C)c1OC (stereo unspecified),1,-16.1,1.1,0.3,6.6,1,-0.2,9.4,-8.9,-0.2,-0.3
CCOC(=O)C(C)n1cnc2c(oc3ccccc32)c1=O (stereo unspecified),1.1,-8.8,1.1,5.8,10.7,0.9,2.4,-4.9,-8.9,1.0,-0.3
O=C(O)c1ccc(/C=N/NC(=S)NCc2ccccc2)cc1,1,-11.3,1,14.8,4.2,0.9,-0.4,-3.6,-13.5,0.8,0.0
CC1CCc2c(sc(NC(=O)COC(=O)C3CCCO3)c2C#N)C1 (stereo unspecified),1,-14.0,1,-4.7,-2.3,1,-2.1,3.8,-1.1,2.8,-0.3
O=C(OCC#CCSc1nnc(-c2ccc(Br)cc2)o1)c1cccs1,0.9,1.1,0.8,19.0,0.8,0.8,0.1,-0.6,-11.3,16.1*,0.5
COc1ccc(Cn2c(-c3ccc(C)cc3)c[n+]3ccccc23)cc1,0.8,1.0,0.9,12.4,18.1,0.9,0.2,99.7*,2.8,-0.4,-0.4
Cc1ccc(/C=C/C(=O)N2CCN(S(=O)(=O)c3c(C)c(C)cc(C)c3C)CC2)o1,0.8,17.0,1,19.1,-4.0,0.8,-0.1,15.3,-14.5,0.0,-0.4
Cc1cc2oc(=O)cc(CN3CCN(C/C=C/c4ccccc4)CC3)c2cc1O,0.9,-3.7,0.9,14.5,4.8,0.9,0.1,100.1*,-9.8,0.1,-0.3
Cc1c(Br)c([N+](=O)[O-])nn1CC(=O)N1CCCc2ccccc21,0.9,2.3,0.9,14.4,5.5,0.9,-2.6,3.8,.,1.4,0.1
O=P(O)(CCCP(=O)(O)CCc1ccccc1)CCc1ccccc1,1.1,.,1.1,9.7,-0.2,0.9,.,.,-11.7,.,.
COC(=O)c1[nH]c2ccc(C)cc2c1NC(=O)CN1CCCC(C)(C)C1,0.8,-9.1,0.8,21.8,-1.3,0.8,0.1,16.4,-1.9,-0.4,0.0
CCOc1ccc(C2/C(=C(\O)c3cccc(OC)c3)C(=O)C(=O)N2c2cc(C)on2)cc1OC (stereo unspecified),1,-13.8,1.1,16.5,4.8,0.8,-1.4,9.7,-11.9,5.7,0.1
O=C(CCNS(=O)(=O)c1cccc2nonc12)N1CCN(c2cccc(Cl)c2)CC1,0.9,1.9,1,7.4,17.6,0.9,0.5,27.7,.,0.9,-0.3
O=C(CCN1C(=O)c2ccccc2C1=O)NC1=NCCS1,1,10.7,0.9,8.3,-13.6,0.9,1.6,-0.5,6.9,5.4,0.1
O=C(c1ccco1)N1CCN(C(=O)c2cnn3c(C(F)(F)F)cc(-c4cccs4)nc23)CC1,0.9,-2.7,1,16.8,11.9,0.8,2.6,-0.5,13.5,2.2,0.0
O=C(CNc1ccccc1)c1ccc([N+](=O)[O-])cc1,1.6,-12.4,1.9,10.5,5.2,0.9,0.8,-0.1,5.2,2.1,-0.2
CCOC(=O)C1CCCN(C(=O)C2CCCN(S(C)(=O)=O)C2)C1 (stereo unspecified),0.9,-3.7,0.9,5.3,1.0,0.9,2.8,-6.7,0.3,0.5,0.0
COC(=O)c1sccc1NC(=O)/C=C\c1ccc(Cl)cc1Cl,1,2.7,1.1,-14.8,-2.9,1.1,0.0,-5.3,.,3.0,-0.4
COc1ccccc1CNc1n[nH]c(NCc2ccccc2OC)n1,1,-8.6,1,1.7,-2.2,1,2.0,-3.6,-19.0,0.2,-0.3
C/C(=N\NC(=O)COc1ccc([N+](=O)[O-])cc1)C(C)(C)C,1,-6.8,1,4.5,5.1,1,-5.5,-3.1,.,-0.7,0.0
O=C(NCC1CCCO1)c1cccc(-n2cnnn2)c1 (stereo unspecified),1,1.7,1,3.9,-2.5,1,-0.1,-5.3,-24.8,2.3,0.0
COc1ccc(Sc2nnc(-c3ccccc3)cc2C#N)cc1,1,5.2,1,7.7,-3.4,0.9,0.6,-5.5,.,0.8,-0.5
Cc1ccc(OCCSc2nc3ncnc(N)c3[nH]2)cc1,0.9,-1.1,0.9,19.8,2.5,0.8,-2.9,9.0,-23.3,-0.4,-0.2
CCC(NC(=O)c1ccccc1NC(=O)c1ccco1)C(=O)NNC(=O)c1ccc(OC)cc1 (stereo unspecified),0.9,2.8,1,16.3,8.7,0.8,-0.1,1.4,-13.5,-0.4,-0.2
NS(=O)(=O)c1ccc(NC(=O)COC(=O)CCC2CCCCC2)cc1,0.9,0.8,0.9,6.5,-12.8,0.9,0.7,-5.8,-15.8,1.7,0.3
CCOc1ccc(-n2c(=O)cc(N3CCN(c4ccccc4)CC3)[nH]c2=O)cc1,1,-3.5,1,0.5,-12.1,1,3.3,2.0,7.3,3.9,-0.4
O=C(CSc1nnc2sc3ccccc3n12)NCc1ccco1,1,3.7,1,23.2,-1.3,0.8,-0.3,-2.0,-2.5,5.4,0.3
CCOC(=O)c1c(-c2ccc(OC)cc2)csc1NC(=O)CSc1nnc(C)c(=O)[nH]1,1.1,1.6,0.9,15.7,3.4,0.8,0.3,12.3,-14.7,5.4,-0.3
COc1ccc(C(=O)Nc2cc(C)cc(C)c2)cc1S(=O)(=O)N1CCOCC1,0.8,0.5,1,15.2,1.4,0.8,2.2,2.8,.,1.5,0.0
C/C=C/C=N/Nc1nc(C)cc(=O)[nH]1,0.9,7.5,0.9,14.7,8.9,0.9,-0.1,0.2,-7.5,3.0,-0.2
N#Cc1cnc(NOCc2ccc(Cl)cc2)nc1,1.1,7.0,1.1,3.2,5.5,1,0.0,-4.3,5.8,1.4,-0.4
Cc1[nH]c2ccc(-c3nnc(SCC(=O)c4ccccc4F)o3)cc2c1C,0.9,8.6,0.9,16.1,-0.8,0.8,-0.2,0.3,31.7,2.0,0.1
CCN(CC)CCCNC(=O)C(C)n1nc(C)c2sc3ccccc3c2c1=O (stereo unspecified),0.9,-6.9,1,4.8,-0.4,1,-0.5,1.6,.,0.8,-0.1
Cc1ccc(C)n1-c1ccccc1N1CCCCC1,1,12.5,1,9.0,6.6,0.9,-0.2,0.4,-0.5,0.8,0.3

# Whole records from above. Order of values: PMI act | TLR4-MyD88 BLA | PMI act satM6P | Diaphorase inh | G6PDH CS | Diaphorase act | Redox H2O2 prof | L major viab | S1P3 antag | RAM inhibit | Hsp70 act
# Cc1ccc(C)n1-c1ccccc1N1CCCCC1 in the list: 1 | 12.5 | 1 | 9.0 | 6.6 | 0.9 | -0.2 | 0.4 | -0.5 | 0.8 | 0.3
# CCN(CC)CCCNC(=O)C(C)n1nc(C)c2sc3ccccc3c2c1=O (stereo unspecified) in the list: 0.9 | -6.9 | 1 | 4.8 | -0.4 | 1 | -0.5 | 1.6 | . | 0.8 | -0.1
